# TAG inh – inhibitors of triacylglycerol accumulation; H9c2 cells, Nile Red lipid (TAG) fluorescence; cells loaded with 200 µM oleic acid; inhibition, % at 12.5 µM; actives 0.66% (n = 230,000); AID 651582;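 active means pattern-corrected inhibition of lipid staining of at least 50% with the nuclear-stain viability signal not falling by more than 50%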;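 further: 0% = DMSO wells and 100% = triacsin C control wells; some results filed as inactive read as strong as hits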
# TAG inh DAPI viability – also measured in TAG inh; calls as there; DAPI nuclei signal change (viability), lower = more cytotoxic, %;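 whole-well DAPI fluorescence read on a plate reader as a viability signal; minus 50 percent equals half of cells still viable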
# Starred values were filed as active, the others as inactive; & = joins results of further samples.
# Every second line gives: TAG inh	TAG inh DAPI viability
- CC1(C(=O)NS(=O)(=O)c2cccc(Cl)c2)CCN1C(=O)CCc1ccc(Cl)cc1Cl (stereo not given)
 : 12	12
- O=C(NCCc1nc2ccccc2[nH]1)c1ccco1
 : 15	-8
- COc1ccc(NC(=O)CN(C)C(=O)C2=COCCO2)cc1
 : -12	3
- O=C1NC(=O)C2(CCC(C3CCCCC3)CC2)N1 (stereo not given)
 : -5	-5
- Cc1oc(C(C)(C)C)cc1C(=O)Nc1cccc(/C=C/C(=O)O)c1
 : 5	-3
- COc1ccc(S(=O)(=O)N2CCOC2CNC(=O)C(=O)NCc2ccccc2Cl)cc1 (stereo not given)
 : 31	3
- O=C(Nc1ccc(Cl)c(C(F)(F)F)c1)c1ccco1
 : -3	-1
- Cc1ccnc(Nc2nc(-c3ccc(O)cc3O)cs2)c1
 : 1	5
- COCc1nnc(N)s1
 : 2	5
- N#Cc1ccccc1CN1C(=O)NC(Cc2c[nH]c3ccccc23)C1=O (stereo not given)
 : -12	-2
- O=C(c1cn(-c2ccc(Cl)c(Cl)c2)nn1)C1CC1
 : 4	5
- O=C1c2ccccc2C(=O)N1CCOc1ccccc1Br
 : 9	6
- CCCn1c(N2CCN(C(=O)/C=C/C(=O)O)CC2)nc2ccccc21
 : 14	-5
- Cc1ccsc1C(=O)OCC(=O)N1CC(=O)Nc2ccccc21
 : -16	8
- CC1(C(=O)NS(=O)(=O)c2cccc(Cl)c2)CCN1C(=O)Cc1ccsc1 (stereo not given)
 : 4	3

# Complete entries as entered above:
# Cc1ccsc1C(=O)OCC(=O)N1CC(=O)Nc2ccccc21 reads TAG inh: -16; TAG inh DAPI viability: 8
# O=C(c1cn(-c2ccc(Cl)c(Cl)c2)nn1)C1CC1 reads TAG inh: 4; TAG inh DAPI viability: 5
# CCCn1c(N2CCN(C(=O)/C=C/C(=O)O)CC2)nc2ccccc21 reads TAG inh: 14; TAG inh DAPI viability: -5

# The list continues.
# Every second line gives: TAG inh	TAG inh DAPI viability
- CCc1nnc(NC(=O)C2CCCN(S(=O)(=O)c3ccc(OC)cc3)C2)s1 (stereo not given)
 : -13	4
- O=[N+]([O-])c1ccc(N=Nc2ccc(O)c3ccccc23)cc1
 : 56*	-30*
- CS(=O)c1ccccc1O (stereo not given)
 : 1	0
- CC(C)C[C@H](NC(=O)c1nc[nH]c1C(=O)NCCCCCN)C(=O)OCc1ccccc1
 : -19	12
- O=C(CN1CCN(S(=O)(=O)c2ccc(Cl)c(C(F)(F)F)c2)CC1)NC(=O)NC1CCCCC1
 : -14	5
- O=C(Cn1nnc(-c2ccccc2-n2cnnn2)n1)N1CCCCC1
 : 7	-3
- COc1cc(C)c2c(c1OC)C(=O)CC2
 : -13	0
- COc1ccc(C(O)c2nc(-c3cc(F)cc(Cl)c3)cs2)cc1 (stereo not given)
 : -35	0
- Cc1csc(NC(=O)NC2(C(F)(F)F)Oc3ccccc3O2)n1
 : 18	-10
- COc1ccc(-c2ccc3c(c2)c(-c2cccs2)c(-c2cc(OC)cc(OC)c2)n3C)cc1
 : -17	118
- COC(=O)C1CCN(C(=O)COC(=O)c2cccc(NS(=O)(=O)c3ccccc3)c2)CC1
 : -5	1
- CN(Cc1ccccc1)C(=O)c1ccc2c(c1)S(=O)(=O)N=C1CCCCCN12
 : 15	-25
- CCCNC(=O)Cn1c(=O)/c(=C/c2ccc(-c3ccc([N+](=O)[O-])cc3)o2)s/c1=C\C(=O)C(C)(C)C
 : -299	5
- O=C(Cn1c(=O)[nH]c2ccccc2c1=O)N1CCN(c2cccc(Cl)c2)CC1
 : -10	-3
- O=C(CCN1C(=O)C2C3C=CC(C3)C2C1=O)Nc1ccccc1F (stereo not given)
 : 4	-6
- Cc1nn(-c2ccc(Cl)c(Cl)c2)c(=O)c2ccccc12
 : -3	-10
- CCOc1ccccc1NC(=O)Nc1cc(S(=O)(=O)N(C)C)ccc1C
 : 0	-10
- O=[N+]([O-])c1cccc(S(=O)(=O)Nc2cccc(-c3ccc(N4CCOCC4)nn3)c2)c1
 : 22	-5
- O=c1cc(-c2ccccc2Cl)oc2cc(O)cc(O)c12
 : -25	-11
- O=C(COc1ccc(Br)cc1Br)NC(=O)NC1CCCC1
 : 12	-2
- O=C(Cn1nnc(-c2cccs2)n1)N1CCOCC1
 : -11	-6
- O=C(CN1CCN(C(=O)c2ccc(-c3nc4ccccc4s3)o2)CC1)Nc1cccc(F)c1
 : 31	-31
- COc1ccccc1C1NC(=O)CS1 (stereo not given)
 : -1	-5
- N#C/C(=C/c1cn[nH]c1-c1cccc(Br)c1)C(=O)O
 : -3	8
- CN(C)S(=O)(=O)c1ccc(C(=O)OCCn2cnc3c2c(=O)n(C)c(=O)n3C)cc1
 : -14	11
- Cc1ccccc1NS(=O)(=O)c1ccc(C(=O)N2CCCCCCC2)cc1
 : 8	-2
- COc1ccc(-c2cccc(C3CC=CC4C3C(=O)N(Cc3ccccc3)C4c3ccc(OC)c(Cl)c3)c2)cc1 (stereo not given)
 : -12	-12
- O=C(CSc1nc2ccccc2c(=O)n1CCCN1CCOCC1)c1c[nH]c2ccccc12
 : 14	12
- Cc1ncc([N+](=O)[O-])n1CCOC(=O)c1ccc(Cl)cc1Cl
 : 18	-2
- CC(C)Cc1cc(C(=O)Nc2ccc3c(c2)OCO3)no1
 : 7	-15
- Cc1ccc(F)c(Cn2cnc3c(cnn3C(C)(C)C)c2=O)c1Cl
 : 6	2
- COC(=O)c1ccc2c(c1)S(=O)(=O)NC(=NCCCN1CCOCC1)S2
 : 6	3
- COc1cc2c(cc1OC)C(c1cccs1)N(C(=S)NC(C)C)CC2 (stereo not given)
 : 20	-9
- O=C(C1CCCN(S(=O)(=O)c2cc(Cl)ccc2Cl)C1)N1CCOCC1 (stereo not given)
 : 1	3
- O=C(NC1CCS(=O)(=O)C1)Oc1ccccc1 (stereo not given)
 : 6	-1
- COc1cc(C(=O)COC(=O)c2cc([N+](=O)[O-])ccc2N2CCOCC2)ccc1OC(F)F
 : -4	-6
- CC1(CCc2ccc(O)cc2)NC(=O)NC1=O (stereo not given)
 : 9	-10
- CC(C)Cc1ccc(-c2cc3nc(NCCOc4ccccc4)ccn3n2)cc1
 : 7	45
- COc1ccc(S(=O)(=O)NC2CCCC2)cc1Cl
 : -16	4
- O=C(N/N=C/c1sc(N2CCCCC2)nc1-c1cccs1)c1cccnc1
 : 18	1
- CC1(C(=O)NS(=O)(=O)c2cccc(Cl)c2)CCN1C(=O)CC1CC1 (stereo not given)
 : 1	-4
- COc1cc(CN2CCC(C(=O)NC3CCCC3)CC2)ccc1O
 : 10	4
- CN1CCC(C)(C(=O)Nc2cccc3c2CCCC3)C1 (stereo not given)
 : 5	-5
- C[C@H](CO)N1C[C@H](C)[C@@H](CN(C)Cc2ccccc2)Oc2c(NC(=O)c3ccncc3)cccc2C1=O
 : -2	-1
- O=C(Nc1cccc(S(=O)(=O)N2CCCCC2)c1)c1ccc(OCC2CCCO2)cc1 (stereo not given)
 : 0	5
- CC(C)Oc1ccc(C(=O)Nc2ccccc2N2CCOCC2)cc1
 : -7	-7
- CC1CCCC(NC(=O)Cn2c(Cl)nc3c2c(=O)n(C)c(=O)n3C)C1C (stereo not given)
 : -15	3
- COc1ccccc1-c1csc(C(O)c2cccc(Cl)c2)n1 (stereo not given)
 : 9	-1
- C(=N\N1CCN(Cc2cccc3ccccc23)CC1)/c1ccco1
 : 0	7
- Oc1cc(NCCc2cccnc2)cc2cccnc12
 : 15	-12
- O=S(=O)(Nc1ccc(NS(=O)(=O)c2ccccc2)c(Cl)c1)c1ccccc1
 : -11	5
- Cc1ccc(NC(=O)CC2=NC(=O)C(CC(=O)Nc3ccccc3C)S2)cc1 (stereo not given)
 : -2	14
- COC(=O)c1cc(=O)n2c(-c3ccccc3)csc2n1
 : -13	-1
- COc1ccc(NS(=O)(=O)c2cc(NC(=O)c3ccc(=O)[nH]n3)ccc2C)cc1
 : -7	-4
- CCOc1ccc(NC(=O)CSc2nnc(C(C)C)n2CC)cc1
 : 9	8
- Cc1nn(C(=O)c2nn(C)cc2[N+](=O)[O-])c(C)c1Br
 : 11	-15
- CC(C)(C)c1ccc(NC(=O)COc2ccc(-n3ccnc3)cc2)cc1
 : -49	5
- CCN(CC)CCN(C(=O)CCS(=O)(=O)c1ccccc1)c1nc2cc3c(cc2s1)OCO3
 : 9	-4
- CCn1c(Oc2ccccc2)nc2c1c(=O)n(C)c(=O)n2C
 : -15	-1
- Fc1ccc(C(c2nnnn2Cc2cccs2)N2CCN(C3CCCC3)CC2)cc1 (stereo not given)
 : -11	14

# Additional results
Molecule | TAG inh | TAG inh DAPI viability
O=C(CN(Cc1ccco1)S(=O)(=O)c1ccccc1)N/N=C/c1cccc(O)c1 | 1 | 0
CCOc1ccc(C(=O)Nc2ccccc2NC(C)=O)cc1OCC | -1 | -4
Cc1cc(C(=O)COC(=O)c2ccc(O)cc2O)c(C)n1C(C)C | -12 | 2
Nc1nc(SCC(=O)N2N=C3/C(=C/c4ccco4)CCCC3C2c2ccco2)n[nH]1 (stereo not given) | 9 | -9
O=C(CN1CCN(c2ccccc2F)CC1)NC(=O)NCc1ccco1 | -4 | -13
COc1ccc(NC(=O)Cc2ccc(Cl)cc2Cl)cn1 | -14 | 14
O=C(c1cc(Br)c(Br)s1)N1CCN(c2ccccn2)CC1 | -8 | 6
O=C(CCCc1ccccc1)NCCS(=O)(=O)N1CCN(c2ccccc2)CC1 | 5 | 3
COCc1c(C(=O)OCC(=O)NCCN2C(=O)CSC2=O)oc2ccccc12 | 0 | 0
CC(=O)Nc1cccc(NC(=O)CCCC2CCCCC2)c1 | 3 | -1
COC(=O)c1cccc(NC(=O)c2cnn(C)c2)c1 | 11 | -3
Cc1ccc(C(=O)C2CC2)c(C)c1 | -4 | -6
CN(C)CCn1cnc2c1c(=O)n(C)c(=O)n2C | -5 | 5
O=C(NCc1ccco1)c1ccc(S(=O)(=O)N2CCCCCC2)cc1 | 1 | -7
O=C(CN1C(=O)C2CC=CCC2C1=O)Nc1nc(-c2ccc(F)c(F)c2)cs1 (stereo not given) | 24 | -6
O=C(C(=O)N1CCOCC1)c1cn(CC(=O)N2CCc3ccccc3C2)c2ccccc12 | 9 | 1
CC(C)C(NC(=O)c1c(F)cccc1F)C(=O)NCc1ccc(S(=O)(=O)N2CCOCC2)cc1 (stereo not given) | 2 | 1
O=C(Nc1nccs1)C1C2CC3OC(=O)C1C3C2 (stereo not given) | 1 | -12
O=C(NNC(=O)c1nn(-c2ccc(F)cc2)ccc1=O)c1ccc(C(F)(F)F)cc1 | 3 | 3
CCN(c1ccccc1)S(=O)(=O)c1ccc(Cl)c(NC(=O)CSc2nc(N)cc(=O)[nH]2)c1 | 9 | -4
COC(=O)c1c(-c2c(Cl)cccc2Cl)noc1NC(=O)NN1CCCCC1 | -9 | -5
COc1ccc(NC(=O)c2sc(=O)n(Cc3ccc(S(=O)(=O)N(C)C)cc3)c2C)cc1 | -3 | 3
O=C(NC1CC1)c1cc2c(s1)-c1ccccc1OC2 | -33 | 99
O=C(NCc1ccc2c(c1)OCO2)c1cc2ccccc2o1 | -45 | -2
O=C1NC(C(F)(F)F)(C(F)(F)F)N=C2SC=CN12 | 0 | -3
COc1cc2c(NCCCCCO)ncnc2c(OC)c1OC | 8 | -8
Cc1[nH]c2ccc(Cl)cc2c(=O)c1CN1CCCC1 | 19 | -13
CS(=O)(=O)c1cccc(-c2nnc(NC(=O)c3ccc4ncsc4c3)o2)c1 | 3 | 3
Cc1nn(Cc2ccccc2)c(Cl)c1C(=O)OCC#N | -3 | -5
CN(CCOc1ccccc1)CC(=O)Nc1ccc([N+](=O)[O-])cc1Cl | 0 | -2

# Shown with each value named: part of the list above
> Cc1[nH]c2ccc(Cl)cc2c(=O)c1CN1CCCC1
- TAG inh: 19
- TAG inh DAPI viability: -13
> O=C1NC(C(F)(F)F)(C(F)(F)F)N=C2SC=CN12
- TAG inh: 0
- TAG inh DAPI viability: -3

# Next section:
Molecule | TAG inh | TAG inh DAPI viability
O=C(CN1C(=O)C(=O)N(C2CCCC2)C1=O)Nc1cc(Cl)ccc1[N+](=O)[O-] | 17 | 2
CCOc1ccc(S(=O)(=O)NCCC(=O)N2CCN(C(C)=O)CC2)cc1 | -3 | 1
CCN(Cc1cccs1)C(=O)CN1CCN(S(=O)(=O)c2ccc3c(c2)OCCCO3)CC1 | 0 | -1
O=C(/C=C/c1ccc(Cl)cc1Cl)Nc1cccc(S(=O)(=O)NC2=NCCC2)c1 | 14 | -4
O=C(OCC(=O)c1ccco1)c1ccc2ncsc2c1 | 8 | -4
CC(C)(C)Nc1nc(NCc2cccnc2)nc(N2CCOCC2)n1 | -1 | 6
Cc1cc(C)n2cc(-c3ccc(Cl)cc3)c(C(=O)O)c2n1 | 8 | -12
O=c1c(C(c2c(O)nc3n(c2=O)CCS3)c2cccc3ccccc23)c(O)nc2n1CCS2 | -18 | 4
O=C(Cn1c[n+](CC(=O)c2ccc([N+](=O)[O-])cc2)cn1)c1ccc([N+](=O)[O-])cc1 | -10&15 | 11&-4
COc1ccc(N(CC(=O)NCCC2=CCCCC2)S(=O)(=O)c2ccccc2)cc1 | 0 | -1
Cc1cccc(C(=O)NCC(=O)OCC(=O)N2CCN(S(=O)(=O)c3ccc(C)cc3C)CC2)c1 | -1 | 2
O=[N+]([O-])c1ccccc1/C=C/C=N/n1c(-c2ccco2)n[nH]c1=S | 13 | -8
Cc1cc(NC(=O)CSc2cc(C)c3ccccc3n2)no1 | 26 | -1
COCCCNC(=O)CC(=O)N/N=C\c1ccc(SC)cc1 | 19 | -3
C[C@H](CO)N1C[C@H](C)[C@@H](CN(C)Cc2ccc3cccnc3c2)OCc2cnnn2CCCC1=O | -1 | -1
C=CCn1c(SCC(=O)Nc2ccc(F)cc2)nc2cc(C(=O)O)ccc2c1=O | 4 | 1
O=c1oc2c(CN3CCOCC3)c(O)ccc2c2c1CCCC2 | 0 | 121
O=C1NN(c2cccc(Br)c2)C(=O)/C1=C/c1cccs1 | 9 | -7
CCCCCCCn1c(=N)n(CC(O)c2ccco2)c2ccccc21 (stereo not given) | -5 | 15

# An excerpt (hit frequency here may not be typical).
